# NTMT1 inhibitor: Primary qHTS for Inhibitors of N-terminal methyltransferase 1 (NTMT1): MTaseGlo Assay. N-terminal Xaa-Pro-Lys N-methyltransferase 1 (Homo sapiens), Q9BV86. 2.5% of 59,000 active. NTMT1 MTase-Glo SAH luminescence, purified enzyme. Potency, µM (titrated, usually from 114 µM), for inactives: top-dose activity change, negative = inhibition, usual class: inhibitors;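 note: plate controls were DMSO vehicle for no effect and no enzyme for full effect; nearly all actives have a fitted effect of over 65% in size; many of its hits are not listed in these tables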
# FH mod: Identification of activators of human fumarate hydratase by quantitative high-throughput screening; AID 1347055, 2019; FH coupled MDH/diaphorase resazurin fluorescence, 15 min; Potency, µM (series often up to 79.9 µM), inactives show top-dose activity change, negative = inhibition, actives largely listed as inhibitors; 0.22% of 54,000 active; note: the screen sought activators but most active calls are inhibition curves; nearly all actives have a fitted effect of over 45% in size
# * marks the source's active call; other numbers are inactive results; ? = inconclusive; & = joins results of further samples; [ ] = dose if it differs, or a comment. Calls come from the whole dose curve; as a rule, active = well fitted curve in the direction sought with a large enough effect; inconclusive = small, poorly fitted or top-dose-only effect, or another doubt; inactive = no such curve, though single readings can be large; an effect the other way counts as inactive or inconclusive. Unless noted, % is set by controls: 0 for no effect and ±100 for the full control effect; potency is the fitted concentration of half-maximal effect. Not all compounds are listed; the hit share may differ from the screen's.
no.	SMILES	NTMT1 inhibitor	FH mod
1	C=C1C(=O)OC2/C=C(\COO)CC/C=C(\COC(C)=O)CC(OC(=O)C(C)CC)C12 (configuration not stated)	-12%[29.8 µM]	?
2	CCCCCCn1c(=O)c(C(=O)Nc2ccc(C(=O)OCCC)cc2)c(O)c2ccccc21	-2%[12.6 µM]	0%[13.5 µM]
3	C[C@H]1CNCCc2ccc(Cl)cc21	-4%[57.5 µM]	10%[53.3 µM]
4	Cc1c(C(=O)c2cccc3ccccc23)c2cccc3c2n1[C@H](CN1CCOCC1)CO3	11%[57.5 µM]	-1%[53.3 µM]
5	C=C1[C@@H](O)[C@]2(O)OC[C@]34C2[C@]2(C)C(C[C@H]3OC(=O)[C@H](O)[C@@]14O)C(C)=CC(=O)[C@H]2O (some centres not stated)	-1%[29.8 µM]	-1%[53.3 µM]
6	CCCOC(=O)Cc1ccc(OCC(=O)N(CC)CC)c(OC)c1	-4%[29.8 µM]	-3%[53.3 µM]
7	CC(C)CC(N(C)C)C1(c2ccc(Cl)cc2)CCC1 (configuration not stated)	-4%&17%[57.5 µM]	4%&2%[53.3 µM]
8	O=C(Nc1ccccc1-c1ccc(Cl)cc1)c1cccnc1Cl	18%	3%
9	CC(O)(CS(=O)(=O)c1ccc(F)cc1)C(=O)Nc1ccc(C#N)c(C(F)(F)F)c1 (configuration not stated)	-3%&8%[57.5 µM]	15%
10	CCCCCCCCc1ccc(O)cc1	-37%	?
11	NC1(c2ccccc2)CCCCC1	22%	2%
12	CC(=CCCC1=CCC(C2=CC(=O)OC2O)OC1O)CCC1=C(C)CCCC1(C)C (configuration not stated)	-33%[57.5 µM]	3%[53.3 µM]
